Bioassay records deposited in PubChem BioAssay by several laboratories.
UBC9 SUMO inh: blocks human SUMOylation mediated by UBC9; actives 0.36% (n = 290,000); AID 2006; HTRF SUMOylation assay, SAE1/SAE2 + UBC9, in vitro; P63279; inhibition, % at 35 µM; in the data active = inhibition above about 50%, passing the limit was not always enough; note: strong numbers were not always called active
Target sequence (P63279 whole entry, looked up): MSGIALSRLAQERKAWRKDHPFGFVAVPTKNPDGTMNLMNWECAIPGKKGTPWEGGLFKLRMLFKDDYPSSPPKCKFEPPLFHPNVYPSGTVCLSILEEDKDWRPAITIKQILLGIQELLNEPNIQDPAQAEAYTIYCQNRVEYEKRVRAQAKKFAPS
IMP-1 inh: blocks Pseudomonas aeruginosa IMP-1 metallo-beta-lactamase | purified IMP-1, nitrocefin hydrolysis, epi-absorbance fluorescence | inhibition, % at 5.6 µM | actives 0.45% (n = 290,000) | AID 1556;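 active = inhibition above the mean plus 3 SD of all compounds in the same screening run, cut at about 4.5% in these data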;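 note: 0% = IMP-1 with DMSO and 100% = DMSO wells lacking enzyme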
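System: purified IMP-1 / Input: IMP-1 dispensed at 0.2 nM / Medium: 50 mM HEPES pH 7.1, 50 µM ZnSO4, 0.05% Brij 35 / Timing: 15 min enzyme–compound preincubation, then 25 min nitrocefin reaction, 25 °C / Technique: plate fluorescence quenching by hydrolysis product, ex 480/em 530 nm / Repeats: singlicate testing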
M18AAP inhibitor: PfM18AAP enzyme inhibition. inhibition, % at 7.35 µM. actives 1.2% (n = 290,000). AID 1822. recombinant PfM18AAP, H-Glu-NHMec fluorogenic cleavage;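 active = inhibition above the campaign mean inhibition over all tested compounds plus 3 SD, cut at about 28% in these data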;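 note: 0% = plate median of test compound wells and 100% = 2 mM ZnCl2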
NALP1 inh: NALP1 inhibition; inhibition, % at 10 µM; AID 2071; S. cerevisiae NALP1/ASC/caspase-1 growth, X-gal OD620, 72 h; actives 0.61% (n = 280,000); in the data active = inhibition mostly above about 24%, no sharp cut-off; inactive = mostly below about 32%; note: some compounds called inactive have numbers as strong as hits
MEKK2 mut-MEK5: signal of MEK5 binding to mutant human MEKK2 PB1 domain; AID 1530; bead flow cytometry, Alexa488-MEK5 binding to MEKK2 mutant; actives 0.35% (n = 290,000); percent response, % at 10 µM; in the data active = percent response above about 24%, passing the limit was not always enough; note: inactives centre near 1; some results filed as inactive read as strong as hits
HCV NS3 hel inh: inhibitors of Hepatitis C virus NS3 helicase. NS3 helicase DNA unwinding, Cy5 molecular beacon fluorescence. inhibition, % at 10.9 µM. actives 0.56% (n = 290,000);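 active = inhibition above the mean of all tested compounds plus 3 SD, set per campaign, cut at about 35% in these data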;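 note: 0% = DMSO wells and 100% = thioflavine S control wells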
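Control set: DMSO versus 110 µM thioflavine S; Material: NS3 helicase fragment of HCV; Measured by: Cy5 fluorescence at 0 and 60 min, beacon hairpin quenching; Read-out basis: percent inhibition from t60/t0 fluorescence ratio; Times: reaction time 60 min, 25 °C; Repeats: single replicate; Compound dosing: single dose, 10.9 µM nominal final, DMSO 0.8% final.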
MEKK2 WT-MEK5: raises or lowers MEK5 binding to wildtype human MEKK2 PB1 domain; actives 1.1% (n = 290,000); bead flow cytometry, Alexa488-MEK5 binding to MEKK2 WT; actives lie on both sides; binding response (% of control), % at 10 µM; Q9Y2U5; in the data active = binding response below about 67% or above about 130%
VIM-2 inhibitor: blocks Pseudomonas aeruginosa VIM-2 metallo-beta-lactamase. inhibition, % at 5.6 µM. AID 1527. actives 0.89% (n = 290,000). purified VIM-2, nitrocefin hydrolysis, epi-absorbance fluorescence;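 active = inhibition above the mean of all tested compounds plus 3 SD, cutoff set per screening run, cut at about 7.5% in these data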;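 note: red hydrolysis product quenches plate fluorescence so inhibitors raise well fluorescence; 0% = enzyme with DMSO and 100% = DMSO without enzyme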
FID counter: fluorescent intercalator displacement, NS3 helicase counter-screen | inhibition, % at 7.9 µM | actives 0.17% (n = 290,000) | DNA fluorescent intercalator displacement, fluorescence; in the data active = inhibition above about 37%;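 note: 0% = vehicle and 100% = reference compound; higher means more ethidium bromide displaced from hairpin DNA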
The depositor's hits bear a star; . = not tested or not shown.

SMILES	UBC9 SUMO inh	IMP-1 inh	M18AAP inhibitor	NALP1 inh	MEKK2 mut-MEK5	HCV NS3 hel inh	MEKK2 WT-MEK5	VIM-2 inhibitor	FID counter
COc1ccc(S(=O)(=O)Nc2cccc(-n3cnnn3)c2)cc1	-2	-1.3	5	12	2	3	101	-1.0	-4
CNC(=O)CSc1nnc(-c2cccc(S(=O)(=O)N3CCOCC3)c2)n1-c1ccc(F)cc1	-5	2.0	4	37	-1	-5	100	-0.5	-11
CC(OC(=O)c1ccccc1NS(=O)(=O)c1cccc(N)c1)C(=O)N(C)Cc1ccccc1 (stereo not drawn)	-11	-2.8	4	3	-4	-26	99	-0.5	-29
CC1(C)Cc2ccccc2C(=NC(Cc2ccccc2)C(=O)O)N1 (stereo not drawn)	6	-5.8	1	32	4	4	102	-1.6	-8
Cc1oc(C(C)(C)C)cc1C(=O)N1CCCC1C(=O)O (stereo not drawn)	-20	-5.4	4	-39	1	0	96	-3.4	-5
O=S1(=O)C[C@@H](O)[C@@H](Nc2ccccc2)C1	13	-3.7	0	12	-11	10	89	-1.5	0
CC(C)N(C(=O)Cn1cc(SCC(=O)NCc2ccco2)c2ccccc21)C(C)C	9	0.2	2	17	-11	-3	99	-4.9	-23
O=C1CC(N2CCN(Cc3ccccc3)CC2)C(=O)N1CCc1ccccc1 (stereo not drawn)	1	-2.9	-6	6	6	-15	105	-2.5	-1
O=C(COc1ccc(Br)cc1)N(Cc1cccs1)C1CCS(=O)(=O)C1 (stereo not drawn)	-8	-0.9	2	26	-4	14	93	-3.1	-34
COc1cccc(NC(=O)Cn2c(CCC(=O)O)ccc2-c2ccc(Cl)cc2)c1	8	-3.8	0	8	-2	19	99	-3.2	-36
COc1ccc(/C=N/NC(=O)c2cc(=O)[nH]c3ccccc23)cc1OC	-7	-2.1	-8	22	3	-8	103	-3.7	-6
CC(C)c1nc(SCC(=O)NC(=O)NC(C)(C)C)n[nH]1	-7	-3.1	5	.	-4	7	95	-2.2	-2

Quoted at random: four compounds from above
SMILES	UBC9 SUMO inh	IMP-1 inh	M18AAP inhibitor	NALP1 inh	MEKK2 mut-MEK5	HCV NS3 hel inh	MEKK2 WT-MEK5	VIM-2 inhibitor	FID counter
Cc1oc(C(C)(C)C)cc1C(=O)N1CCCC1C(=O)O (stereo not drawn)	-20	-5.4	4	-39	1	0	96	-3.4	-5
COc1cccc(NC(=O)Cn2c(CCC(=O)O)ccc2-c2ccc(Cl)cc2)c1	8	-3.8	0	8	-2	19	99	-3.2	-36
COc1ccc(/C=N/NC(=O)c2cc(=O)[nH]c3ccccc23)cc1OC	-7	-2.1	-8	22	3	-8	103	-3.7	-6
CC(C)N(C(=O)Cn1cc(SCC(=O)NCc2ccco2)c2ccccc21)C(C)C	9	0.2	2	17	-11	-3	99	-4.9	-23

(cont.)
SMILES	UBC9 SUMO inh	IMP-1 inh	M18AAP inhibitor	NALP1 inh	MEKK2 mut-MEK5	HCV NS3 hel inh	MEKK2 WT-MEK5	VIM-2 inhibitor	FID counter
Cc1cc(NC(=O)Cn2nc(C(=O)O)c3ccccc3c2=O)c([N+](=O)[O-])cc1C	3	3.0	1	11	9	-3	101	0.7	-16
CCCC(=O)c1ccc2c(c1)OCCO2	6	-2.7	1	21	2	15	105	-4.9	-9
COc1ccc(CCNc2ncnc3c2[nH]c2cc(OC)c(OC)cc23)cc1OC	-6	-1.8	-2	.	12	-23	120	1.2	13
COc1ccc(C(OCC(O)CNCCc2ccccc2)c2ccc(OC)cc2)cc1 (stereo not drawn)	-29	1.9	4	23	6	-39	151*	-0.6	41*
COc1ccccc1-c1csc(-n2ncc(C#N)c2N)n1	8	22*	-18	14	-18	-24	70	17*	-7
CC[C@H](C)[C@H](NC(N)=O)C(=O)NCCc1ccc(OC)c(OC)c1	-6	-1.9	4	13	1	2	103	-2.8	-1
CC1CCCN(C(=O)Cn2nnc(-c3ccc(S(C)(=O)=O)cc3)n2)C1 (stereo not drawn)	19	-0.3	-4	15	4	0	105	0.0	-3
COC(=O)CNC(=O)COC(=O)/C=C/c1ccc2ccccc2n1	25	-1.9	-8	-41	-1	13	97	-1.3	-6
O=C(NC1CC2CCCC(C1)N2Cc1ccccc1)c1cccc(F)c1 (stereo not drawn)	3	-3.2	-1	9	22	7	123	-1.3	7
CSCCNC(=O)c1ccc(OC2CCN(S(=O)(=O)N(C)C)CC2)cc1	20	-5.6	2	1	3	1	105	-0.5	-18
Cc1csc2ncc(C(=O)N3CCCc4ccccc43)c(=O)n12	12	-1.8	-3	29	5	-1	113	-0.7	-8
CN(Cc1ccccc1)c1ccc(N2C(=O)CCC2=O)cc1[N+](=O)[O-]	11	-3.3	3	9	-3	-9	96	-4.2	-8
Brc1ccc(NC(c2ccccc2)c2ccncc2)cc1 (stereo not drawn)	19	-2.2	-12	9	4	-21	107	-1.6	2
COc1cccc(-c2noc(C3CCCN(C(=O)CC(C)(C)C)C3)n2)c1 (stereo not drawn)	-7	-2.9	-8	-7	-9	23	98	-1.0	-32
Cc1ccccc1CNC(=O)COc1ccccc1	4	-0.8	2	4	0	-11	105	-1.3	-6
CCCc1nc(SCC(=O)N2CCCc3ccccc32)c2c(=O)n(C)c(=O)n(C)c2n1	2	-4.3	0	22	7	12	103	-4.1	-3
CC(=O)Nc1cc[n+](CC(=O)c2cccc([N+](=O)[O-])c2)cc1	4	-3.5	-7	22	16	-1	104	-1.5	4
CC(=O)Nc1ccc(S(=O)(=O)Nc2cccc(-c3csc(C)n3)c2)cc1	0	0.6	-4	8	-5	-11	98	0.3	-12
CC(C)(C)NC(=S)N/N=C/c1c(Cl)cccc1Cl	-2	-1.1	-4	25	-12	-2	90	-0.6	-9
CCn1c(SCC(=O)Nc2cc(OC)ccc2OC)nc2c(c1=O)SCC2	19	0.6	6	14	-3	-4	98	2.6	-29
CCOc1ccc(Cc2c(C)[nH]c3ccc(C(=O)O)cc3c2=S)cc1	15	-1.6	18	4	5	8	101	-0.7	-20
N/C(=N\OC(=O)c1cccc(C(F)(F)F)c1)c1cnccn1	-2	-1.7	-2	4	7	3	112	-0.1	-8
CC(C)(C)NC(=O)Cn1nnc(-c2cccs2)n1	3	-3.3	3	.	3	-2	102	-3.4	0
O=C(O)CCCCCCC1C(=O)NC(=O)N1CCC(O)C1CCCCC1 (stereo not drawn)	22	-3.0	1	26	3	2	101	-2.7	-16
CNS(=O)(=O)c1ccc(Oc2ccc(S(=O)(=O)NC)cc2)cc1	9	-4.4	1	2	8	4	107	-2.2	-1
Cn1c(SCc2c(Cl)cccc2Cl)nnc1-c1cccs1	10	-6.2	13	8	-6	-3	92	0.9	-16
O=C(COC(=O)/C=C/c1cccc([N+](=O)[O-])c1)NCc1ccco1	1	-3.7	6	1	-1	3	108	1.2	-2
CCC(C(=O)OC)n1cnc2c(cnn2-c2ccc(Cl)cc2)c1=O (stereo not drawn)	8	-3.3	5	13	3	-4	99	-2.4	-11
COc1ccc(-c2csc3ncn(CC(=O)N4CCOCC4)c(=O)c23)cc1	14	-0.5	2	13	-13	-4	88	-0.4	-5
O=C(O)CC/C(=N/NC(=O)CNC(=O)Cc1ccccc1)c1ccccc1	17	-3.5	3	19	-14	17	89	-3.0	-18
COc1ccc(/C=N/NC(=S)NCC2CCCO2)cc1 (stereo not drawn)	12	-4.3	11	.	-4	-5	95	-3.3	-15
Cc1ccc(OC(=O)COc2ccccc2)c(-n2nc3ccccc3n2)c1	-31	-1.6	3	37	8	-1	104	-0.1	1
CC(=O)Nc1ccc(S(=O)(=O)c2ccc(N)cc2)cc1	21	-2.5	1	7	4	-10	105	-1.3	4
Cc1ccc(SCc2ccc(C(=O)NCc3cccnc3)cc2)cc1	8	-0.2	0	15	-2	-9	95	-3.8	-15
N#Cc1c(Cl)nsc1NCCN1CCOCC1	11	-2.4	-5	9	4	9	102	-2.7	-2
CCN1C(=O)C(CC(=O)Nc2ccc(F)cc2)N(Cc2ccco2)C1=S (stereo not drawn)	11	-1.9	2	11	3	-1	99	-2.2	-3
COc1cccc(-c2cc3nc4c(c(N5CCC6(CC5)OCCO6)n3n2)CCCC4)c1	-4	-3.0	-7	12	4	-4	104	-4.1	-26
CN1CCN(c2ccc([N+](=O)[O-])cc2/C=N/NC(=O)c2ccc(F)cc2)CC1	-2	-3.8	-12	2	.	-5	.	-0.2	16
COCCCNC(=O)CN1C(=O)CSc2ccc(S(=O)(=O)N3CCOCC3)cc21	6	-3.7	6	-6	4	-1	95	-2.7	-4
O=C(Nc1ccccc1)C1=C[C@@H](c2coc3ccccc3c2=O)C[C@@H](OCc2ccc(CO)cc2)O1	-8	-2.4	1	-8	3	0	99	-2.8	-29
COc1cccc(C(=O)COC(=O)C(C)N2C(=O)c3ccccc3C2=O)c1 (stereo not drawn)	16	-2.1	5	10	4	-11	107	0.6	-15
CNC(=S)NNC(=O)c1ccc(C(C)(C)C)cc1	-6	-3.5	13	-9	4	12	102	-3.4	-3
O=c1c2ccccc2nc2n1C(CSCc1ccccc1)CS2 (stereo not drawn)	-9	-1.4	-7	27	5	-3	106	1.4	-18
COc1ccccc1C1C(C#N)=C(N)Oc2c1c(-c1ccccc1)nn2-c1ccccc1 (stereo not drawn)	-12	-3.5	1	8	5	19	101	-2.1	-6
Cc1noc(C)c1COC(=O)CN(C)S(=O)(=O)c1ccc(Cl)cc1	-6	-2.8	0	5	4	-9	101	-3.2	-6
COc1ccc(N2CCN(c3nc4c(c(=O)n(C)c(=O)n4C)n3CCCc3ccccc3)CC2)cc1	18	.	.	23	4	.	97	.	.
CC1(C)CC(NS(=O)(=O)c2ccc(C(C)(C)C)cc2)CC(C)(C)N1	-1	-1.9	-2	-11	2	-8	104	0.0	12
CC(C)(C)c1ccc(-c2noc(-c3ccno3)n2)cc1	-22	-5.9	-5	-12	-18	-2	87	-2.0	-4
CC1S/C(=N/N=C/c2ccco2)N(Cc2ccc(F)cc2)C1=O (stereo not drawn)	18	-4.6	3	.	-22	-4	93	-1.9	-29
O=C(c1ccc(Cl)c(S(=O)(=O)N2CCOCC2)c1)N1CCCCCC1	-12	-2.2	9	0	-1	-4	100	-1.7	-24
O=C(CSc1nnnn1C1CCCCC1)Nc1cccc(NC(=O)c2ccco2)c1	-6	-0.6	-8	5	5	-3	105	2.1	-22
CC(C)Nc1nnc(SCC(=O)c2c[nH]c3ccccc23)s1	15	-3.5	-14	-9	3	-6	103	-1.5	-3
COc1cc(OC)c(OC)cc1CN(C)CCc1ccccn1	-4	-1.3	-15	-6	6	-4	104	-1.4	4
O=C(NCc1ccccc1F)c1ccc2c(c1)OCO2	-1	1.6	-9	21	9	-7	102	-2.5	1
CC(=O)c1ccc(Sc2ccccc2)cc1	20	-1.6	6	28	3	0	103	-2.2	-1
CCN(C(=O)c1ccco1)C1C2CC3CC(C2)CC1C3 (stereo not drawn)	-1	0.3	3	8	-1	2	101	-0.8	-34

Compounds as they come. Share with any hit: about 4.7%.
